tolC growth inh = growth inhibitors of E. coli tolC mutant, primary screen, strain BW25113 ΔtolC::kan, 384-well | 2.2% of 65,000 active | growth inhibition, % at 10 µM (by protocol) | OD615 | AID 573, 2007;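 active = growth inhibition at or above a cutoff equal to the mean over every tested compound plus 3 SD, cut at about 60% in these data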;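 note: growth measured after 20 h incubation at 37 °C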
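Test system: tolC-deleted E. coli BW25113; medium: LB with kanamycin 50 µg/mL; compound: single-point testing at 10 µM; incubation: 20 h compound exposure of bacteria at 37 °C; signal: OD at 615 nm; evaluation: growth inhibition in percent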
M1 antag = antagonists of rat M1 muscarinic receptor | Muscarinic acetylcholine receptor M1 (Rattus norvegicus), P08482 | CHO-M1 cells, Fluo-4 calcium, ACh EC80 antagonist mode; hits give low values | B-score at 10 µM | 3.4% of 64,000 active;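 active = calcium fluorescence response, raw or row-and-column corrected B-score, differing from the plate sample mean either way at a set confidence level, mostly lower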
Target sequence (P08482 whole entry, looked up): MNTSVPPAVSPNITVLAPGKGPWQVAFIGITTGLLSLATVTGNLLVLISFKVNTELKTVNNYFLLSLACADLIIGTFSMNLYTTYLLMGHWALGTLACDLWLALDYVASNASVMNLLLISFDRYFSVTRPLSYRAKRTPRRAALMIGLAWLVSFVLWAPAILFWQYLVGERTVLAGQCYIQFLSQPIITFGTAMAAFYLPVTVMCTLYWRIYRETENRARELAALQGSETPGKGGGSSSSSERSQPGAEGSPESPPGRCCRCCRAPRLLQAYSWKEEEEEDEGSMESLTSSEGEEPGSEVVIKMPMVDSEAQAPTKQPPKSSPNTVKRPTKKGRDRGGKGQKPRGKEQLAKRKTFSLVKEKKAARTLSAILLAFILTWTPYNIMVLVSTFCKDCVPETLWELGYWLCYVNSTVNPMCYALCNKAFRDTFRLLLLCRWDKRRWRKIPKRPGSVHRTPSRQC
Jurkat viability = cytotoxicity toward Jurkat T cells, primary screen, cytotoxicity control, cell-based, Jurkat E6.1, 60K MLSMR library; inhibition, % at 4 µM; 1.2% of 56,000 active; Jurkat E6.1 viability, ATP luminescence, 48 h;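 active = inhibition above the mean inhibition of all tested compounds plus 3 SD, cut at about 28% in these data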
M1 ag = M1 muscarinic receptor agonists, primary screen, CHO-M1 cells, Fluo-4 calcium, agonist mode. AID 626, 2007. B-score at 10 µM. Fluo-4 calcium fluorescence; hits give high values. 3% of 64,000 active;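 active = fluorescence rise, raw or as B-score row- and column-corrected plate score, outside the 99.7% band of its plate's samples, either direction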
SF1 activator = activators of human SF-1, primary screen, cell-based, CHO-K1, Gal4-SF-1 LBD, luciferase luminescence; activation, % at 10 µM; CHO-K1 Gal4-SF-1 LBD luciferase reporter; % increase over DMSO SF-1-specific signal; 1.9% of 65,000 active; AID 522, 2006; Steroidogenic factor 1 (Homo sapiens), Q13285;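 active = activation above the mean activation of all tested compounds plus 3 SD, cut at about 50% in these data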
Target sequence (Q13285 whole entry, looked up, the tested form may be a part): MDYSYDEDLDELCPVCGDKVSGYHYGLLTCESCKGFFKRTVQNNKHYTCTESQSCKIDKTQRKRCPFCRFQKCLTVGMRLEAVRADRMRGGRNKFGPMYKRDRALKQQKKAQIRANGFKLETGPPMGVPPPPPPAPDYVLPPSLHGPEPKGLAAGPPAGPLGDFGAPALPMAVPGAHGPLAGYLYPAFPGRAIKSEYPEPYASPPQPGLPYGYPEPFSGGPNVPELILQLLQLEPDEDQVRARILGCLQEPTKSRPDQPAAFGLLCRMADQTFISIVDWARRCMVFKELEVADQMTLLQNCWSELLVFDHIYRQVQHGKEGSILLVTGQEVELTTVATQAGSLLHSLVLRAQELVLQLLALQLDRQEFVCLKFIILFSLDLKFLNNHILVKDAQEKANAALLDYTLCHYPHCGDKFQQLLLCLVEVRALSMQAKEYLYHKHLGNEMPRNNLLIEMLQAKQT
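System: CHO-K1 cells with Gal4–hSF-1 LBD chimera plus Gal4-driven luciferase; quantity: 4,000 CHO-K1 cells per well; compound: one dose, 10 µM compound, 1% DMSO; times: 20 h compound treatment, 37 °C; measured by: SteadyLite luciferase luminescence; read-out: percent activation versus DMSO; benchmarks: DMSO and mock-transfected background; replicates: one test per compound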
TNAP act DEA = human TNAP enzyme activators, primary screen, biochemical, luminescent, intermediate phosphate acceptor level | purified TNAP, CDP-star luminescence, 100 mM DEA, 30 min; hits give high values; scale: 0 levamisole-inhibited, 1 vehicle-only enzyme | activation factor at 20 µM | 64,000 tested, under 10 active | AID 813, 2007;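 active = activation factor of at least 2 at 20 µM, relative to controls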
NADH enzymes = inhibitors of PK/LDH coupling enzymes, profiling panel, artefact control, biochemical, MLSMR library; coupled PK/LDH NADH assays, four targets; IC50, µM (series often up to 10 µM), without a hit: at the top dose inhibition; 0.02% of 65,000 active; AID 774, 2007;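 active = single-dose screening hits from any of four coupled enzyme assays that gave an IC50 when retested across doses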;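 note: the DPM-DC format reads NADH fluorescence rather than 340 nm absorbance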
D1 allo mod = D1 CRE-luciferase signal change, two-sided – cell-based, HEK293 D1, dopamine EC30, D1 allosteric modulator project, primary screen; dopamine EC30 potentiation; actives deviate in either direction; AID 641, 2007; B-score at 10 µM; 5.9% of 58,000 active; D(1A) dopamine receptor (Homo sapiens), P21728;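 active = luminescence count or its row- and column-corrected plate score outside the 99.7% band of the plate's sample wells, on either side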
HEK293 NFkB inh = inhibitors of PMA/ionomycin-induced NF-kB reporter, primary screen, antigen receptor NF-kB inhibitor project, cell-based, HEK-293 luciferase reporter, luminescence | inhibition, % at 3 µM | HEK-293 NF-kB luciferase reporter | 0.21% of 62,000 active;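 active = inhibition above the mean of all tested compounds plus 3 SD, cut at about 40% in these data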;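 note: 0% = stimulated DMSO wells and 100% = 10 µM reference inhibitor 5653914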
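System: NF-kB luciferase reporter HEK-293 cells | Replication: Single test | Control set: DMSO vs reference inhibitor | Evaluation: % inhibition | Schedule: 1 h pretreatment, 16 h stimulation, 37 °C | Probe or stimulus: PMA with ionomycin | Compound dosing: One dose, 3 µM | Detection: Luciferase luminescence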
An asterisk follows results filed as active; x = not tested or not shown; [ ] = dose if it differs, or a comment.

canonical_smiles	HEK293 NFkB inh	M1 ag	Jurkat viability	TNAP act DEA	M1 antag	D1 allo mod	NADH enzymes	tolC growth inh	SF1 activator
CC1=C(C(=O)N(C)Cc2ccccc2)C2(CCC(C)CC2)OC1=O (configuration not stated)	-2	0.98	1	1	-0.0018	-0.37	2%	19	-4
COc1ccc(C2/C(=C(/O)c3ccc(OC(C)C)cc3)C(=O)C(=O)N2CCCN2CCOCC2)cc1 (configuration not stated)	x	-0.6	x	0.9	0.27	x	1%	-7	19
COc1ccc(C(=O)C2CCN(C(=O)c3ccco3)CC2)cc1	8	-0.29	x	0.9	-0.93	0.4	6%	2	-2
CCOc1ccc(NC(=O)c2nnn(CC(=O)Nc3ccccc3OCC)c2N)cc1	26	-0.14	-2	0.9	0.094	0.81	3%	0	2
[O-]/[N+](=C\c1ccncc1)c1ccc(Br)cc1	x	-1.8	x	0.9	-0.38	-0.83	4%	13	x
CC(=O)Nc1ccc(-c2cn3cccnc3n2)cc1	-2	0.035	x	0.9	-0.034	-1.2	11%[fluoresces]	-12	36
C=C1c2ccc(C)cc2NC(=O)N1c1ccccc1	19	-0.51	x	0.9	-0.52	0.62	4%	17	8
C=CCSC1=C(C#N)C(c2ccccc2OC)CC(=O)N1 (configuration not stated)	5	-0.43	3	0.9	0.0071	-0.41	2%	4	0
CC1=C(C#N)C(C(F)(F)F)(C(F)(F)F)N=C(c2ccco2)N1	14	2	4	0.9	-0.81	0.23	6%	19	6
CCOC(=O)CCC(=O)Nc1ccc(S(=O)(=O)N2CCCC2)cc1	4	-0.19	14	0.9	0.51	0.75	2%	0	0
O=C1Nc2ccccc2C(O)(C(=O)NCc2ccco2)N1c1ccccc1 (configuration not stated)	4	0.81	x	0.9	-0.02	-0.11	4%	-7	10
O=C(CNC(=O)c1ccccc1C(=O)O)c1ccccc1	-15	-0.015	-6	0.9	0.078	-0.65	2%	-10	56*
CCOC(=O)CCCCNCc1ccccc1	18	-1.1	-3	0.9	0.27	-0.13	6%	-5	4
COc1ccc(C(C)N2CC34C=CC(O3)C(C(=O)O)C4C2=O)cc1 (configuration not stated)	-12	0.48	-4	x	0.33	-1.1	5%	-25	15
CCCn1c(CNc2ccccc2O)nc2ccccc21	14	-0.19	-6	1.2	-0.45	-0.34	7%	9	-1
CCOC(=O)c1ccc(NC(=O)CSc2nnc(CNc3ccc(OC)cc3)n2C)cc1	5	0.083	-3	0.9	-1.9	-0.24	6%	5	-5
N#Cc1c(N)nc2c(c1-c1ccncc1)CCCC2	15	-1.2	5	0.9	0.87	2.7	10%	13	2
Cc1nc(P(=O)(c2ccccc2)c2ccccc2)c(N2CCOCC2)o1	11	0.17	1	0.9	0.57	-0.036	5%	-9	9
Cc1ccc(SCCNS(=O)(=O)c2ccc(F)cc2)cc1	6	0.18	-5	0.8	-0.82	0.11	2%	10	-22
CCOC(=O)c1cn(-c2ccccc2)nc1-c1ccncc1	7	2.2*	4	1	-0.24	13*	10%	-6	10
COc1ccc(-c2csc(C3=C(O)CN(Cc4ccc(S(N)(=O)=O)cc4)C3=N)n2)cc1OC	6	0.48	x	1	-1.3	x	3%	16	1
COc1ccc(NC(C)=O)cc1NC(=O)CN1CCN(CC(=O)Nc2ccc(Cl)cc2)CC1	13	-1	-2	0.9	-0.21	0.47	8%	5	2
Cc1cc(C)nc(N2CCCC(C(=O)NCc3cccc(C(F)(F)F)c3)C2)n1 (configuration not stated)	20	0.35	2	0.9	0.16	-0.062	11%	0	-3
Cc1ccc(S(=O)(=O)N2CC(=O)Nc3ccccc32)cc1C	9	-0.057	8	1	0.011	0.054	1%	-6	-20

Reprinted at random: 2 records from the list
canonical_smiles	HEK293 NFkB inh	M1 ag	Jurkat viability	TNAP act DEA	M1 antag	D1 allo mod	NADH enzymes	tolC growth inh	SF1 activator
CCCn1c(CNc2ccccc2O)nc2ccccc21	14	-0.19	-6	1.2	-0.45	-0.34	7%	9	-1
CCOC(=O)CCCCNCc1ccccc1	18	-1.1	-3	0.9	0.27	-0.13	6%	-5	4

(continued)
canonical_smiles	HEK293 NFkB inh	M1 ag	Jurkat viability	TNAP act DEA	M1 antag	D1 allo mod	NADH enzymes	tolC growth inh	SF1 activator
CC(OC(=O)c1nn(C)c(=O)c2ccccc12)C(=O)NCc1ccc2c(c1)OCO2 (configuration not stated)	11	0.7	0	0.9	-0.032	0.36	4%	-9	-8
CCCC1C(c2ccco2)NC(c2ccco2)CC1(C)O (configuration not stated)	13	-0.97	-8	0.9	-0.11	0.076	1%	-14	3
CCN1CCCC1Cn1cnc2c([nH]c3ccc(Cl)cc32)c1=O (configuration not stated)	-7	0.74	-3	0.9	-0.97	-0.32	10%	-19	-5
O=C(CC1CCCC1)OCn1nnc2ccccc2c1=O	10	0.25	-7	0.8	-0.39	-0.74	6%	0	-3
O=C1Nc2ccc(S(=O)(=O)N3CCCCCC3)c3cccc1c23	12	-0.21	-4	0.9	0.46	0.37	8%[fluoresces]	2	-1
CCOC(=O)c1sc(N(Cc2ccccc2)C(=O)CN2C(=O)CN(C)C2=O)nc1C	15	0.63	7	0.9	0.43	3.7	7%	-7	-4
Nc1c(C(=O)NC2CCCC2)c2nc3ccccc3nc2n1/N=C/c1cccnc1	-6	1.2	-4	0.9	-0.19	0.11	15%	-18	-9
CC(C)OCCCNC(=O)c1ccc2c(c1)ncn2C1CCCC1	-10	-1.4	4	0.9	-0.49	-0.38	7%	2	7
COc1cc(C)c(Br)cc1S(=O)(=O)N1CCOCC1	3	0.24	-9	1	-0.17	x	5%	0	2
O=C(Nc1cnn(Cc2ccccc2)c1)c1cc2nc(-c3ccco3)cc(C(F)(F)F)n2n1	11	1.3	-8	0.9	0.52	1.4	11%[fluoresces]	-3	9
COc1ccccc1N(C(=O)NCc1ccccc1)C1=NCC(C)S1 (configuration not stated)	15	0.34	-3	1	-0.087	-0.66	4%	51	-13
c1ccc(-c2nc(CSc3nnc(-c4cccs4)o3)cs2)cc1	15	-0.13	-6	0.9	0.46	0.33	10%	63*	-7
CCOC(=O)C1=C(C)NC(=O)NC1c1ccc(C)o1 (configuration not stated)	17	0.63	8	0.9	1.3	-0.0049	5%	-5	7
COc1ccc(-c2nnc(SCC(=O)c3ccc(C)o3)o2)cc1	27	-0.43	14	x	-0.85	-0.82	3%	15	10
O=C(CSc1ccc2nnc(-c3cccc(F)c3)n2n1)NCC1CCCO1 (configuration not stated)	11	0.01	7	0.9	0.42	-0.36	14%	-8	5
CCOC(=O)COc1ccc2c(c1)c(C(=O)OCC)c(C)n2CC	15	-0.34	-4	x	-0.37	0.41	10%	53	0
O=P(O)(c1ccc(Cl)cc1)c1ccc(Cl)cc1	12	-0.49	2	1	-0.13	-0.46	5%	-4	-30
Cc1c(NC(=O)CSc2nc3ccccc3n2C)c(=O)n(-c2ccccc2)n1C	9	0.023	-6	1	0.14	-0.62	7%	-15	5
Cc1nc2ccc(S(=O)(=O)NCC(=O)N(C)Cc3ccco3)cc2s1	1	-0.027	-6	0.8	-0.025	0.82	2%	-11	-6
CSc1ccc(S(=O)(=O)N2CCN(Cc3ccc4c(c3)OCO4)CC2)cc1	17	-0.16	4	1	-2.1*	-1	7%	35	-34
COc1ccc(NC(=O)Cn2c(=O)sc3ccccc32)c(OC)c1	5	-0.039	1	0.9	-0.38	0.67	11%	2	-12
c1ccc(Cn2ncc3c(N4CCCCC4)ncnc32)cc1	14	x	-3	0.9	x	0.86	5%	30	0
Cc1cc(C)c2c(c1)cc(C)c1nnc(SCC(=O)Nc3cc(C)on3)n12	1	0.15	24	0.9	-0.54	0.86	6%	1	26
Nc1c(C(=O)NCCN2CCOCC2)c2nc3ccccc3nc2n1-c1cccc(F)c1	13	1	2	1.1	-2.3	-0.062	9%[fluoresces]	7	-9

Profiles, looked up by structure. Order of values: HEK293 NFkB inh	M1 ag	Jurkat viability	TNAP act DEA	M1 antag	D1 allo mod	NADH enzymes	tolC growth inh	SF1 activator
O=C(CSc1ccc2nnc(-c3cccc(F)c3)n2n1)NCC1CCCO1 (configuration not stated) across the screens: 11	0.01	7	0.9	0.42	-0.36	14%	-8	5
CSc1ccc(S(=O)(=O)N2CCN(Cc3ccc4c(c3)OCO4)CC2)cc1 across the screens: 17	-0.16	4	1	-2.1*	-1	7%	35	-34

The list continues.
canonical_smiles	HEK293 NFkB inh	M1 ag	Jurkat viability	TNAP act DEA	M1 antag	D1 allo mod	NADH enzymes	tolC growth inh	SF1 activator
Cc1nc2c(C(=O)NCc3ccc4c(c3)OCO4)c[nH]n2c(=O)c1Cc1ccccc1F	5	0.94	-6	1	0.013	0.75	2%	100*	-5
CCCCCOC(=O)C1=C(C)NC(=O)NC1c1ccccc1OCC (configuration not stated)	13	2.1	10	0.9	-0.072	-0.21	5%	22	-20
Cc1ccc(S(=O)(=O)N(CC(=O)NCc2ccco2)Cc2ccc(F)cc2)cc1	20	-0.4	x	1	0.25	0.83	2%	14	-4
CCC1CCCN1Cn1cnc2c([nH]c3ccccc32)c1=O (configuration not stated)	17	-0.26	2	0.9	-0.19	x	9%	-11	4
COc1ccc(OC)c(Nc2cc(C(=O)NCCCN3CCOCC3)c3ccccc3n2)c1	12	7.5*	1	1	-0.76	-0.68	4%	-6	20
O=C(CN1CCOCC1)NC1CC2CCC1C2 (configuration not stated)	10	-0.4	-7	1.1	0.42	0.063	4%	-20	17

Screening results deposited in PubChem BioAssay by several laboratories.
